# Screens from PubChem.
# MrgX1 allo act: allosterically activates human MrgX1 receptor signaling; MrgX1-HEK293, Fluo-4 calcium flux, FDSS; hits give high values; AID 588675; B-score at 10 µM; 0.63% of 310,000 active;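 active means plate-corrected calcium response at least 3 library SD above typical, normal starting fluorescence, not activating the receptor alone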;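 further: compound read alongside a low EC10 to EC30 dose of BAM8-22 agonist; peak minus trough fluorescence over baseline measured at the second addition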
# ANO1 block: mouse TMEM16A channel inhibition, primary screen | Q8BHY3 | HEK293 TMEM16A/YFP iodide influx fluorescence, ionomycin | normalized B-score (activity score, 25-100; higher = stronger inhibition) at 10 µM | 1.2% of 310,000 active;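 active means ratio plate-corrected score three or more library SD toward inhibition, starting fluorescence score within five deviations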;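 further: score derived from kinetic fluorescence span divided by baseline fluorescence per well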
# Target sequence (Q8BHY3 whole entry, looked up): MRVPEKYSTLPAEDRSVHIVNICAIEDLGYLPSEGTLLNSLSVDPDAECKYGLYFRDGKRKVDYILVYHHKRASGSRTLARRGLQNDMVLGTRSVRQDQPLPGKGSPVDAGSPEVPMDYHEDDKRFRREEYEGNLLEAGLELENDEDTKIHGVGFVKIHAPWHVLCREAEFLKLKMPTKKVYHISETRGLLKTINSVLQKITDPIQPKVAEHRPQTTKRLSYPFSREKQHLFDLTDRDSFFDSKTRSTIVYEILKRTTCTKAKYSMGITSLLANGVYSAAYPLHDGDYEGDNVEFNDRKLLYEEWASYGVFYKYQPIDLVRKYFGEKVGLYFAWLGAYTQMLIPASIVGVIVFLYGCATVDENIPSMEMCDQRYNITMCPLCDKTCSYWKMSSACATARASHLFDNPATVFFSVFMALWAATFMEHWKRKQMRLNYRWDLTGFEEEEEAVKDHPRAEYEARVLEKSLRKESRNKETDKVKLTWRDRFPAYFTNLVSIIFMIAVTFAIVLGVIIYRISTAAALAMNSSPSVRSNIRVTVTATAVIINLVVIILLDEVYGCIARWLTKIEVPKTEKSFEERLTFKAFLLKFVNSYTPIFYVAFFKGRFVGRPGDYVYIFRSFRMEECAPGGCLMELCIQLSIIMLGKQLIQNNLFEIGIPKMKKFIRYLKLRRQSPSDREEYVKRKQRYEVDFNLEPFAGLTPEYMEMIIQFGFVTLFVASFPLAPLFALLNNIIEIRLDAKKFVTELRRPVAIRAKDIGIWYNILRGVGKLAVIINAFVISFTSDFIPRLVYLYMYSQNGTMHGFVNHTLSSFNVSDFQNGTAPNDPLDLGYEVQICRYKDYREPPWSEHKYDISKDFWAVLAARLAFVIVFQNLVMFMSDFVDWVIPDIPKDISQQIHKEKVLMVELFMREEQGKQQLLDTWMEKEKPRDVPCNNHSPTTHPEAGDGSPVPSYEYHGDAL
# ANO1 activ: activates or potentiates the mouse TMEM16A chloride channel. B-score at 10 µM. Q8BHY3. HEK293 TMEM16A/YFP-H148Q/I152L, iodide quench fluorescence; hits give low values. 0.3% of 340,000 active;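 active means fluorescence-ratio B-score plate-corrected deviation score at least 3 library SD below zero, with starting fluorescence score within 5 deviations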;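 further: channel opened by trigger with iodide after compound preincubation; score built on the fluorescence ratio of max minus min over baseline; more negative score means more quench and so TMEM16A activation or potentiation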
# MrgX1 antagonist: human MrgX1 receptor antagonism, primary screen; MRGX1-HEK293 calcium flux, Fluo-4, BAM8-22 antagonism; hits give low values; B-score at 10 µM; 1.3% of 310,000 active; AID 588676;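 active means calcium-response B-score plate-corrected more than 3 library SD below zero, starting fluorescence within 5 deviations, no agonist response on first addition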;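 further: peak minus trough fluorescence over baseline after final BAM8-22 challenge near maximal dose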
# MrgX1 ag: agonists of human MrgX1 receptor | 0.44% of 310,000 active | Q96LB2 | MrgX1-HEK293 cells, Fluo-4 calcium fluorescence, agonist mode; hits give high values | B-score at 10 µM;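 active means calcium response B-score plate-corrected fluorescence ratio at least 3 library SD, with starting fluorescence B-score inside 5 SD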
#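 System: HEK293 cells stably expressing human MrgX1 receptor; Dosing: test compound in the initial addition of three; Schedule: overnight plating, then 30 min 37 °C plus 30 min room-temperature dye loading; Detection: kinetic calcium dye fluorescence, Fluo-4 NW; Controls: per-plate positive and negative controls for Z′ factor.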
# TRPC6 inhibitor: inhibitors of mouse TRPC6 channel | Q61143 | HEK293-TRPC6, membrane potential dye, ACh-evoked depolarization; hits give low values | B-score at 10 µM | 1.1% of 310,000 active | AID 2553;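 active means B-score under library mean minus 3 SD, initial fluorescence not abnormally high, positive integrated signal ratio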;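 further: B-score derived from integrated fluorescence ratio over the kinetic read; more negative B-score means stronger inhibition of depolarization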
# TRPC6 activator: mouse TRPC6 channel activation | B-score at 10 µM | AID 2550 | Q61143 | HEK293-TRPC6 membrane potential dye fluorescence; hits give high values | 0.13% of 310,000 active;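 active means B-score of the integrated fluorescence ratio above library mean plus 3 SD, and starting fluorescence ratio within library mean plus 5 SD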;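 further: higher score means more depolarization so channel activation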
# RGS4 block: inhibitors of human RGS4; 0.45% of 310,000 active; HEK293 M3R/RGS4 inducible, Fluo-4 calcium flux; hits give high values; triggered by carbachol at its EC20; AID 463165; B-score at 10 µM; P49798;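 active means B-score, a plate-corrected calcium signal, over three deviations above library mean, with baseline fluorescence within five deviations of library mean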;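 further: RGS4 expression induced by doxycycline in cells with stable M3 receptor; B-score is computed from the integrated fluorescence ratio over baseline after carbachol; higher B-score means a larger calcium signal and so more RGS4 inhibition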
# TRPC4 PAM: allosteric potentiators of mouse TRPC4 channel. Q9QUQ5. HEK293 TRPC4beta/mu-opioid, DAMGO EC20, Fluo-4 Ca2+ flux; hits give high values. B-score at 10 µM. 0.42% of 310,000 active. AID 2227;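 active means B-score of calcium response area above 5 SD of library B-scores, with initial fluorescence ratio within 5 SD of library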;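 further: B-score of integrated fluorescence ratio over time as area under calcium response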
# TRPC4 act: activators of mouse TRPC4 channel; 0.49% of 310,000 active; B-score at 10 µM; HEK293 TRPC4beta/mu-opioid, Fluo4 calcium fluorescence; hits give high values; AID 2237; Q9QUQ5;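 active means B-score above 5 SD of library B-scores, and initial fluorescence ratio not above library mean plus 5 SD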;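 further: positive B-score marks a calcium rise read as TRPC4 activation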
#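 Technique: kinetic Fluo4 calcium fluorescence; Test system: TRPC4beta and mu-opioid receptor HEK293 stable cells; Measure: B-scored integrated calcium fluorescence ratio; Benchmarks: low control buffer alone, high control maximal DAMGO; Schedule: 45 min room-temperature Fluo4 loading, 110 s read.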
# TRPC4 block: blocks the mouse TRPC4 cation channel. 0.39% of 300,000 active. B-score at 10 µM. HEK293 TRPC4beta/mu-opioid, DAMGO-evoked Fluo4 calcium flux; hits give low values. AID 2247;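 active means B-score over 3 SD under the library average, no early fluorescence shift, positive overall ratio signal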
#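 Assay system: TRPC4beta/mu-opioid receptor HEK293 cell line; compound dosing: single concentration per test compound; detection: Fluo4 Ca2+ flux fluorescence; evaluation: per-well B score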
# * = called active by the depositor; i = inactive; / = not tested or not shown. Rows are unselected. Share with any hit: about 5.8%.
SMILES,MrgX1 allo act,ANO1 block,ANO1 activ,MrgX1 antagonist,MrgX1 ag,TRPC6 inhibitor,TRPC6 activator,RGS4 block,TRPC4 PAM,TRPC4 act,TRPC4 block
COc1ccccc1Nc1ccc(Nc2ccccc2OC)nn1,i,i,i,i,i,i,i,i,i,i,i
c1ccc(N2CCN(CC3CCCCC3)CC2)cc1,i,i,i,i,i,i,i,i,i,i,i
Cc1cc(C)c2nc(N3CCN(C(=O)c4cccs4)CC3)sc2c1,i,i,i,i,i,-6.5*,i,i,i,i,i
COC(=O)C1=C(C)NC(=O)NC1/C=C/c1ccccc1 (stereo not given),i,i,i,i,i,i,i,i,i,i,i
CCN(CC)C1CCN(C(=O)c2cc(COc3cccc4cccnc34)on2)C1 (stereo not given),/,/,i,/,/,i,i,i,i,i,i
COc1cc(N)c(Cl)cc1C(=O)OCC(=O)N1CCCC1,i,i,i,i,i,i,i,i,i,i,i
CN(C)C(CNC(=O)c1cnc(Cl)c(Cl)c1)c1ccccc1 (stereo not given),i,i,i,i,i,i,i,i,i,223*,i
O=C(CO/N=C/c1ccc(OC(F)F)cc1)NC1CCCCC1,i,i,i,i,i,i,i,i,i,i,i
COc1ccc(NC(=O)CN(C)C(=O)/C=C/c2ccc(OCc3ccccc3)cc2)cc1,i,i,i,i,i,i,i,i,i,i,i
CCOC(=O)N1CCN(C(=O)c2cn(CCOC)c(=O)c3c2c2ccccc2n3C)CC1,i,i,i,i,i,i,i,i,i,i,i
Cc1ccc(S(=O)(=O)N(C)CC(=O)Nc2ccccc2)cc1,i,i,i,i,i,i,i,i,i,i,i
Cc1c(OC(=O)c2ccc([N+](=O)[O-])cc2)c2c(c[n+]1C)COC(C)(C)OC2,i,i,i,i,i,i,i,i,i,i,i
O=C(CCCN1C(=O)/C(=C/c2ccccc2Cl)SC1=S)N1CCCC1,i,i,i,i,i,i,i,i,i,i,i
CCOC(=O)CNC(=O)CSc1nc2nc(C)c(Br)cc2[nH]1,i,i,i,i,i,i,i,i,i,i,i
O=C(CSc1nnc(-c2ccncc2)n1Cc1ccccc1)NC1CCCc2ccccc21 (stereo not given),i,i,i,i,i,i,i,i,i,i,i
C/C(CC(=O)Nc1ccc2c(c1)OCCO2)=N\NC(=O)Cc1ccc(Cl)cc1,i,i,i,i,i,i,i,i,i,i,i
NC(=O)c1cc[n+](CC2=C(C(=O)O)N3C(=O)[C@@H](NC(=O)C(c4ccccc4)S(=O)(=O)[O-])[C@H]3SC2)cc1 (stereo not given in full),i,i,i,i,i,i,i,i,i,i,i
CCCCNC(=O)CCn1c(=O)c2ccccc2n(Cc2ccc(F)cc2)c1=O,i,i,i,i,i,i,i,i,i,i,i
Cc1ccc(CNC(=O)CCCn2c(=O)[nH]c3ccccc3c2=O)cc1,i,i,i,i,i,i,i,i,i,i,i
O=C(NCc1cccc(Cl)c1)c1ccc(-c2csnn2)cc1,i,i,i,i,i,i,i,i,i,i,i
CCN1CCN(C(=O)c2ccc(CS(=O)Cc3ccc(C)cc3)o2)CC1 (stereo not given),i,i,i,i,i,i,i,i,i,i,i
CN(C)c1ccc(/C=N/NC(=O)C[n+]2ccccc2)cc1,i,i,i,i,i,i,i,i,i,i,i
O=C(N/N=C/c1ccccn1)c1cc(-c2ccncc2)nc2ccccc12,i,i,i,i,i,i,i,i,i,i,i
Cc1cc(C)cc(NC(=O)Cn2cc3c(n2)CCCCC3)c1,i,i,/,i,i,i,i,i,i,i,i
Cc1nn2cc(-c3cccc(Cl)c3)cnc2c1Cl,i,i,i,i,i,i,i,i,i,i,i

# Following part.
SMILES,MrgX1 allo act,ANO1 block,ANO1 activ,MrgX1 antagonist,MrgX1 ag,TRPC6 inhibitor,TRPC6 activator,RGS4 block,TRPC4 PAM,TRPC4 act,TRPC4 block
CCN(CC(=O)NCc1ccc(Cl)cc1)C(=O)CSc1ccccc1,i,i,i,i,i,i,i,i,i,i,i
COc1ccc2nc(N3C(=O)CC(Cc4ccc(C)cc4)C3=O)sc2c1 (stereo not given),i,i,i,i,i,i,i,i,i,i,i
COc1cccc(CN2CCN(C3CCOCC3)CC2CCO)c1 (stereo not given),i,i,i,i,i,i,i,i,i,i,i
Cc1ccc(-n2c(SCC(=O)Nc3ccc4c5c(cccc35)CC4)nc(O)cc2=O)cc1,i,i,i,i,i,i,i,i,i,i,i
CCOc1cc(-c2nc3n(c(=O)c2C#N)CCS3)ccc1O,i,i,i,i,i,i,i,i,i,i,i
CCOC(=O)c1cc(NC(=O)c2cccs2)ccc1N1CCOCC1,i,i,i,i,i,i,i,i,i,i,i
Cc1cc(Br)ccc1SCC(=O)OCC(=O)NC1CC1,i,i,i,i,i,i,i,i,i,i,i
O=C(/C=C/c1ccc(Cl)c(Cl)c1)N1CCc2ccccc21,i,i,i,i,i,i,i,i,i,i,i
O=C(CSC(=S)N1CCCC1)NCCc1ccccc1,i,i,i,i,i,i,i,i,i,i,i
CCOC(=O)c1c(NC(=O)CSc2ccccc2C(=O)O)sc(C)c1C,i,i,i,i,i,i,i,i,i,i,i
CC(Oc1cc2oc(=O)c3c(c2cc1Cl)CCCC3)C(=O)NCCN1CCOCC1 (stereo not given),i,i,i,i,i,i,i,i,i,i,i
CCN(c1cc(C)cc(C)c1)S(=O)(=O)c1nnc(NC(=O)c2ccco2)s1,i,i,i,i,i,i,i,i,i,i,i
COc1cc(C2c3c(oc4ccccc4c3=O)C(=O)N2Cc2ccco2)ccc1O (stereo not given),i,25*,i,i,i,i,i,i,i,i,i
COc1ccc(-c2nnc(SCC(=O)c3ccc(C)o3)o2)cc1,/,/,i,/,/,i,i,i,i,i,i
O=C(CSc1nc2ccccc2c(=O)n1-c1ccccc1F)Nc1ccc2c(c1)CCC2,i,i,i,i,i,i,i,i,i,i,i
Cc1ccc(-c2nc(CSc3nc4ccccc4c(=O)n3C)cs2)cc1,i,i,i,i,i,i,i,i,i,i,i
CCOCc1cnc(C)nc1NCC(=O)c1c(C)[nH]c2ccccc12,i,i,i,i,i,i,i,i,i,i,i
Cc1noc(C)c1S(=O)(=O)N1CCC(C(=O)N2CCC(N3CCCCC3)CC2)CC1,i,i,i,i,i,i,i,i,i,i,i
CC1(C(=O)N2CCN(C(=O)c3ccco3)CC2)CC1(Br)Br (stereo not given),i,i,i,i,i,i,i,i,i,i,i
Cc1ccccc1NS(=O)(=O)c1ccc(C(=O)N2CCCCCC2)cc1,i,i,i,i,i,i,i,i,i,i,i
O=C(c1ccc2nsnc2c1)N1CCN(c2ccc([N+](=O)[O-])cc2)CC1,i,i,i,i,i,i,i,i,i,i,i
COC(=O)Nc1ccc([N+](=O)[O-])cc1OC,i,i,i,-7.4*,i,i,i,i,i,i,i
CC(=O)N1CCCc2cc(S(=O)(=O)N3CCN(c4ccccn4)CC3)ccc21,i,i,i,i,i,i,i,i,i,i,i
CC(=O)NCCOC(=O)c1nn(Cc2ccccc2)c(=O)c2ccccc12,i,i,i,i,i,i,i,i,i,i,i
CCOC(=O)CN1C(=O)N[C@@H](c2ccccc2)[C@H](C(C)=O)[C@H]1C,i,i,i,i,i,i,i,i,i,i,i

# (cont.)
SMILES,MrgX1 allo act,ANO1 block,ANO1 activ,MrgX1 antagonist,MrgX1 ag,TRPC6 inhibitor,TRPC6 activator,RGS4 block,TRPC4 PAM,TRPC4 act,TRPC4 block
Cc1nonc1NC(=O)CSc1cn[nH]n1,i,i,i,i,i,i,i,i,i,i,i
O=C(O)/C=C/C(=O)Nc1ccc(OC(F)(F)F)cc1,i,i,i,i,i,i,i,i,i,i,i
O=c1cc(CSc2nnc(-c3cccs3)n2Cc2ccccc2)nc2sc3ccccc3n12,i,100*,i,i,i,i,i,i,i,i,i
O=C1OCC2=C1C(c1ccc(Cl)cc1)CC(=O)N2c1ccc(F)cc1 (stereo not given),i,i,i,i,i,i,i,i,i,i,i
O=C(CSc1ncccn1)NCCC1=CCCCC1,i,i,i,i,i,i,i,i,i,i,i
CC1CCc2nn(CC(=O)NCCCN3CCCCC3)cc2C1 (stereo not given),i,i,i,i,i,i,i,i,i,i,i
COc1ccc(C)cc1NC(=O)C(CCS(C)(=O)=O)NC(C)=O (stereo not given),i,i,i,i,i,i,i,i,i,i,i
Cc1nc(Sc2ccccc2)c(C#N)c(C)c1[N+](=O)[O-],i,i,i,i,i,i,i,i,i,i,i
CN(C)S(=O)(=O)c1cc(NC(=O)CN2C(=O)NC3(CCCc4ccccc43)C2=O)ccc1Cl (stereo not given),i,i,i,i,i,i,i,i,i,i,i
O=C(O)C1C2C=CC(C2)C1C(=O)NCCCN1CCCC1=O (stereo not given),i,i,i,i,i,i,i,i,i,i,i
Cc1ccc(C)c(C2=NNC(=O)CC2)c1,i,i,i,i,i,i,i,i,i,i,i
CCNS(=O)(=O)c1ccc(CCC(=O)NCc2ccc3c(c2)OCO3)cc1,i,i,i,i,i,i,i,i,i,i,i
O=C(CCn1c(=O)sc2ccccc21)NCCN1CCOCC1,i,i,i,i,i,i,i,i,i,i,i
Cc1nn(-c2ccc(Cl)cc2Cl)c(C)c1C(=O)O,i,i,i,i,i,i,i,i,i,i,i
COc1ccccc1NC(=O)CSc1n[nH]c(Cc2ccccc2)n1,i,i,i,i,i,i,i,i,i,i,i
Cc1cccc(C(=O)NC(C(=O)Nc2ccccc2N2CCOCC2)C(C)C)c1 (stereo not given),i,i,i,i,i,i,i,i,i,i,i
O=C1CSC(c2cccnc2)N1Cc1ccc(Cl)c(Cl)c1 (stereo not given),i,i,i,i,i,i,i,i,i,i,i
Cc1cc(C(=O)CSc2nnc(-c3ccc(Cl)cc3)n2C)c(C)n1CC1CCCO1 (stereo not given),i,i,i,i,i,i,i,i,i,i,i

# Some entries already given with just MrgX1 ag, TRPC6 activator and TRPC4 block.
Structure | MrgX1 ag | TRPC6 activator | TRPC4 block
O=c1cc(CSc2nnc(-c3cccs3)n2Cc2ccccc2)nc2sc3ccccc3n12 | i | i | i
O=C1OCC2=C1C(c1ccc(Cl)cc1)CC(=O)N2c1ccc(F)cc1 (stereo not given) | i | i | i
O=C(CSc1ncccn1)NCCC1=CCCCC1 | i | i | i
